KB-V1 MDR tox – qHTS assay for MDR1-selective chemotherapeutics: Primary screen using the drug-selected MDR subline cells KB-V1; KB-V1 MDR cells viability, CellTiter-Glo, 72 h; Potency, µM (top dose mostly 46.1 µM), for inactives: top-dose activity change, negative = cytotoxicity, actives largely listed as cytotoxic; actives 3.4% (n = 400,000); note: % is set by controls: 0 for no effect and ±100 for the full control effect; nearly all actives have a fitted effect of over 60% in size
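Readout: CellTiter-Glo luminescence, 10 min after addition. Cells: KB-V1 MDR subline, 72 h at 37 degrees C with compound. Analysis: corrected, normalized data fitted to concentration-effect curves.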
HT1080 IDH1KD tx – qHTS for induction of synthetic lethality in tumor cells producing 2HG: qHTS for the HT-1080-IDH1KD cell line; HT-1080 IDH1 knockdown viability, ATP luminescence, 48 h; Potency, µM (doses to about 46.1 µM), for the others: at the highest dose activity, negative = toxicity, hits mostly cytotoxic; actives 2% (n = 360,000); AID 686971, 2013;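 note: 0% = DMSO wells and -100% = cell-free medium wells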
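CellTiter-Glo luminescence after 48 h compound exposure at 37 degrees C of IDH1-knockdown HT-1080 cells in 5% FBS RPMI. %Activity scaled between DMSO wells and cell-free media wells, with curves fitted and assigned curve classes.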
GLP-1R inv ag – qHTS of GLP-1 Receptor Inverse Agonists (Inhibition Mode). Potency, µM (titrated, usually from 38.3 µM), without a hit: at the top dose activity change, negative = inhibition, actives largely listed as inhibitors. HEK293 GLP-1R CRE-luciferase, luminescence, 24 h; GLP-1R form is constitutively active. AID 624417, 2012. actives 1.6% (n = 410,000). Glucagon-like peptide 1 receptor (Homo sapiens), P43220; note: % is set by controls: 0 for no effect and ±100 for the full control effect; nearly all actives have a fitted effect of over 55% in size
Target sequence (P43220 whole entry, looked up): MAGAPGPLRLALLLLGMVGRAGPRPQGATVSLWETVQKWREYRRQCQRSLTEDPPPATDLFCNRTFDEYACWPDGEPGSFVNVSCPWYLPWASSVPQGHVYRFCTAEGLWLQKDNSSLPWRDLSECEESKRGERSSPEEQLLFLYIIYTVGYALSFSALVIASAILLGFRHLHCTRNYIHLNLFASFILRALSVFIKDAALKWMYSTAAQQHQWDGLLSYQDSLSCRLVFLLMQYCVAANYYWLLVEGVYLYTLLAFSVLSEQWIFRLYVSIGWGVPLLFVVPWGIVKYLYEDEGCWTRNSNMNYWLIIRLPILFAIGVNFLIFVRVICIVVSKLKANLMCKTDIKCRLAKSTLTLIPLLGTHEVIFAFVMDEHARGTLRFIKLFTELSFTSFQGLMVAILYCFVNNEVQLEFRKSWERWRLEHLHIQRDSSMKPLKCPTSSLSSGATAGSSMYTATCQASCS
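HEK293 cells stably co-expressing a cAMP-responsive luciferase reporter and constitutively active GLP-1R were seeded, incubated 12 h, then exposed to compounds for 24 h at 37 C. Luminescence was read 12 min after detection reagent; inverse agonists lower signal.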
HT1080NT lethal – qHTS for induction of synthetic lethality in tumor cells producing 2HG: qHTS for the HT-1080-NT fibrosarcoma cell line; HT-1080-NT fibrosarcoma viability, CellTiter-Glo ATP luminescence, 48 h; Potency, µM (series often up to 46.1 µM), without a hit: at the top dose activity, negative = less viability, usual class: cytotoxic; actives 1.6% (n = 360,000);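 note: NT is the 2HG producing partner of a matched IDH1 knockdown line; 0% = DMSO-treated cells and -100% = media-only wells without cells; nearly all actives have a fitted effect of over 55% in size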
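A 48-hour cytotoxicity screen used HT-1080-NT cells plated 2 hours before compound delivery. ATP-based CellTiter-Glo luminescence measured viability, normalized to DMSO and no-cell controls.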
SW480 rerep – A quantitative high throughput screen for small molecules that induce DNA re-replication in SW480 colon adenocarcinoma cells. SW480 DNA re-replication, Hoechst DNA content imaging, 48 h. Potency, µM (doses to about 46.1 µM), inactives show at the top dose re-replication activation, most hits filed as activators. actives 1.8% (n = 340,000). AID 624297, 2012; note: % of control where 0% means no effect; nearly all actives have a fitted effect of over 55% in size
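Cells (250 per well) received 23 nL compound or DMSO by pin tool and were kept 48 hr at 37 C, 5% CO2. Nuclei were then stained with Hoechst for 40 min and scanned for DNA content.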
KB-3-1 cytotox – qHTS assay for MDR1-selective chemotherapeutics: Primary screen using the parental adenocarcinoma cell KB-3-1. Potency, µM (series often up to 46.1 µM), inactives show at the highest dose activity change, negative = cytotoxic, usual class: cytotoxic. actives 1.4% (n = 400,000). KB-3-1 viability, CellTiter-Glo ATP luminescence, 72 h. AID 1347075, 2019; note: % is set by controls: 0 for no effect and ±100 for the full control effect; nearly all actives have a fitted effect of over 60% in size
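72 h, 37 °C compound treatment of KB-3-1 parental cells; CellTiter-Glo added, 10 min, luminescence read. Data corrected against DMSO-only plates and normalized before curve fitting.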
GLP-1R agonist – qHTS of GLP-1 Receptor Agonists. Glucagon-like peptide 1 receptor (Homo sapiens), P43220. actives 0.007% (n = 380,000). HEK293 GLP-1R CRE-luciferase, luminescence, 4-6 h; cells express a hypersensitive GLP-1R form. Potency, µM (doses to about 45.6 µM), without a hit: top-dose activation, usual class: activators. AID 624172, 2012; note: % of control where 0% means no effect
TDP-43 yeast inh – qHTS of TDP-43 Inhibitors; TDP-43 expressing yeast growth rescue, BacTiter-Glo, 24 h; Potency, µM (series often up to 46.1 µM), for the others: top-dose growth rescue (activation), usual class: activators; actives 1.8% (n = 410,000); note: % of control where 0% means no effect; nearly all actives have a fitted effect of over 50% in size
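Growth rescue of TDP-43-toxic yeast measured as ATP luminescence (BacTiter-Glo). Cells grown to mid-log in raffinose, induced in galactose at OD600=0.02, exposed to compound 24 hr at 30 deg C.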
HEK293 tox – qHTS of GLP-1 Receptor Inverse Agonists: Cytotox Screen; HEK293 cAMP-luciferase reporter cells, luminescence, 24 h; Potency, µM (titrated, usually from 38.3 µM), without a hit: at the top dose activity change, negative = inhibition, usual class: inhibitors; actives 0.13% (n = 410,000); AID 624418, 2012;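 note: loss of luciferase light is scored as toxicity; % is set by controls: 0 for no effect and ±100 for the full control effect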
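A 23 nL compound transfer followed 12 hours of cell culture at 37 deg C; exposure then lasted 24 hr. Luciferase assay detection reagent was dispensed and plates read for luminescence after a 12 min room-temperature wait.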
Starred values were filed as active, the others as inactive; u = inconclusive; x = no result given; & = joins results of further samples; [ ] = remark or other dose. Calls come from the whole dose curve; as a rule, active = well fitted curve in the direction sought with a large enough effect; inconclusive = small, poorly fitted or top-dose-only effect, or another doubt; inactive = no such curve, though single readings can be large; an effect the other way counts as inactive or inconclusive. Potency is the fitted concentration of half-maximal effect. This is a random part of the collection; 9.4% or so of the library scored in one or more.

Below each SMILES – KB-V1 MDR tox	HT1080 IDH1KD tx	GLP-1R inv ag	HT1080NT lethal	SW480 rerep	KB-3-1 cytotox	GLP-1R agonist	TDP-43 yeast inh	HEK293 tox
> CN1CCN(NC(=O)CN2C(=O)/C(=C/c3c(Cl)cccc3Cl)SC2=S)CC1
→ 4%	4%	-18%	-10%	-4%	11%	-12%	18%	-23%
> O=C(NCc1ccccc1)C(c1ccccc1)N(C(=O)c1csnn1)c1ccc(F)cc1 (centres undefined)
→ u	-2%	u	-17%	0%	7%	15%	21%	18%
> CCc1ccc(/C=c2\s/c(=C\C(=O)C(C)(C)C)[nH]c2=O)cc1
→ u	u	u	u	u	u	-1%	u	u
> O=C(CSc1nnc(CNC(=O)c2c(F)cccc2Cl)o1)NCc1ccc2c(c1)OCO2
→ 4%	1%	-12%	0%	-2%	8%	-6%	-3%	5%
> COc1cccc(C(=O)Nc2ccc3nc(N4CCC(C)CC4)cc(C)c3c2)c1
→ 29%	x	u	x	x	u	-3%	25%	-18%
> O=C1[C@@H]2[C@@H](CN3CN(c4ccccc4)N=C(c4ccccc4)[C@@]23c2ccccc2)C(=O)N1c1ccccc1
→ -2%	-5%	15%	-2%	9%	2%	-1%	u	90%[activator]
> CCCN1CCC(N2CCN(c3ccc([N+](=O)[O-])cc3)CC2)CC1
→ 11%	-10%	u	-9%	-9%	-5%	-4%	-18%	-22%
> C/C(=N\NC(=O)CNC(=O)C1COc2ccccc2O1)c1ccco1 (centres undefined)
→ u	16%	u	10%	-7%	13%	10%	-4%	-9%
> O=C1CC(NCc2ccc3c(c2)OCO3)C(=O)N1CCc1ccccc1 (centres undefined)
→ -28%	4%	0%	4%	-3%	-2%	-7%	-21%	-17%
> Cc1cccn2cc(-c3ccc(Cl)cc3)nc12
→ u	-12%	u	-10%	-11%	-6%	0%	6%	0%
> Cc1c(C(=O)NCCN2C(=O)S/C(=C\c3cccnc3)C2=O)cccc1[N+](=O)[O-]
→ u	-1%	-18%	-12%	-16%	3%	-1%	7%	-4%
> C=CC[C@@H](CC(=O)N[C@@H](CO)Cc1ccccc1)C(=O)N[C@@H](COC(=O)[C@@H](CC=C)Cc1ccc(F)cc1)Cc1c[nH]c2ccccc12
→ -1%	-9%	u	-8%	15%	0%	1%	-24%	-2%
> Cn1c(N2CCN(C(=O)NC34CC5CC(CC(C5)C3)C4)CC2)nc2ccccc21
→ 10%	11%	-3%	13%	2%	0%	-8%	6%	-1%
> COc1cccc2c(=O)n(CC(=O)N3CCN(c4ccccc4)CC3)ccc12
→ 2%	-5%	-14%	-3%	-17%	8%	3%	-1%	4%
> Cc1csc(=S)n1-c1ccccc1
→ 27%	8%	4%	6%	0%	4%	1%	18%	-4%
> Cc1cc(/C=N/NC(=O)Cn2c3ccccc3c(=O)c3ccccc32)c(C)n1-c1ccccc1
→ 1%	u	u	u	28%	-4%	-4%	-6%	69%[activator]
> Cc1cccc[n+]1CC(=O)Nc1cccc([N+](=O)[O-])c1
→ 0%	-4%	-3%	-6%	-13%	5%	-6%	-9%	3%
> c1ccc(Nc2nc3ccccc3o2)cc1
→ u	-18%	-4%	6%	-4%	-2%	-10%	26%	13%
> CCC(=O)Nc1cccc(NC(=S)NC(=O)c2ccc(Cl)cc2)c1
→ -29%	-3%	-15%	-8%	-4%	-10%	2%	27%	-36%
> CCCSc1nnc(NC(=O)Nc2ccccc2)s1
→ 21µM*	0%	4%	-9%	u	u	6%	-38%[inhibitor]	-19%

An excerpt of these results, as tab-separated lines:
Structure	KB-V1 MDR tox	HT1080 IDH1KD tx	GLP-1R inv ag	HT1080NT lethal	SW480 rerep	KB-3-1 cytotox	GLP-1R agonist	TDP-43 yeast inh	HEK293 tox
c1ccc(Nc2nc3ccccc3o2)cc1	u	-18%	-4%	6%	-4%	-2%	-10%	26%	13%
CCC(=O)Nc1cccc(NC(=S)NC(=O)c2ccc(Cl)cc2)c1	-29%	-3%	-15%	-8%	-4%	-10%	2%	27%	-36%

(listing goes on)
Below each SMILES – KB-V1 MDR tox	HT1080 IDH1KD tx	GLP-1R inv ag	HT1080NT lethal	SW480 rerep	KB-3-1 cytotox	GLP-1R agonist	TDP-43 yeast inh	HEK293 tox
> CC(=O)c1cccc(-n2c(=O)c3c4c(sc3n(CC(=O)Nc3ccccc3F)c2=O)CN(C(C)=O)CC4)c1
→ u	x	3%	x	x	2%	-1%	-29%	1%
> CN(C)S(=O)(=O)N1CCc2ccc(NC(=O)C3CCCO3)cc2C1 (centres undefined)
→ -19%	8%	33%[activator]	-2%	u	15%	14%	-13%	10%
> COc1ccc(NC(=O)Cc2c(C(=O)O)[nH]c3ccccc23)cc1OC
→ -7%	x	14%	x	x	18%	x	15%	0%
> CCOC(=O)C1CCCN(C(=S)Nc2ccc(S(=O)(=O)N3CCOCC3)cc2)C1 (centres undefined)
→ -13%	-10%	-27%	0%	-3%	0%	-4%	1%	3%
> COC(=O)c1ccc(COC(=O)c2c(C)nn(Cc3ccccc3Cl)c2Cl)o1
→ 7%	4%	u	-4%	0%	u	17%	-21%	2%
> COc1cc2[nH]c(C(=O)Nc3ccc4c(c3)OCCO4)cc2c(OC)c1OC
→ u	-26%	u	-29%	-8%	-11%	-1%	21%	-5%
> CC(=O)C1=C(C)NC(=O)NC1c1cccc(O)c1 (centres undefined)
→ 7%	2%	-2%	-24%	-6%	0%	-11%	-15%	-12%
> Cc1ccc2[nH]c3c(=O)n(CC(=O)NCCc4ccc(Cl)cc4)ncc3c2c1
→ u	4%	-12%&11%	-2%	-7%	20%&3%	-4%	3%&11%	-5%&-11%
> Cc1c(OC(C)C(=O)NCCN2CCOCC2)ccc2c3c(c(=O)oc12)CCCC3 (centres undefined)
→ -16%	0%	144%[activator]	0%	-10%	5%	25%	1%	1%
> CN(CC(=O)Nc1cccc(F)c1)C(=O)c1cc(S(=O)(=O)N(C)C)ccc1N1CCCC1
→ -4%	1%	12%	-6%	-2%	-3%	1%	18%	2%
> COc1ccc(N2CCN(S(=O)(=O)c3cccs3)CC2)cc1
→ -27%	9%	0%	12%	0%	0%	1%	9%	-5%
> COc1ccc(CCNC(=O)CCNS(=O)(=O)c2cccc3nsnc23)cc1OC
→ 10%	12%	-8%	3%	-6%	-5%	9%	15%	23%
> Cc1ccc(COc2ccsc2C(=O)O)cc1
→ -4%	15%	40%[activator]	25%	-16%	-5%	-2%	u	u
> Cc1cccc(N2C(=O)C3C4C=CC(C5CC45)C3C2=O)n1 (centres undefined)
→ -12%	13%	1%	18%	-11%	0%	7%	1%	20%
> CCOC(=O)C1C(c2ccc(O)c(O)c2)NC(=S)NC1(O)C(F)(F)F (centres undefined)
→ 23%	23%	9%	28%	7%	2%	2%	-13%	-1%
> COc1ccc(NC2CCCN(C(=O)CCc3cccc(F)c3)C2)cc1 (centres undefined)
→ u	-13%	-24%	-1%	-9%	6%	2%	-9%	18%
> Cc1ccc2oc(=O)c3cnn(CC(=O)NC4CCN(Cc5ccccc5)CC4)c3c2c1
→ u	4%	16%	2%	-1%	0%	7%	-2%	-4%
> O=S(=O)(c1ccccc1)N1CCNCC1
→ 14%	-2%	3%	1%	-13%	28%	-7%	3%	-15%
> O=C(Nc1ccc2oc(=O)ccc2c1)c1ccc(-c2cccc([N+](=O)[O-])c2)o1
→ -21%	8.2µM*	u	10µM*	21µM*	26µM*	9%	2%	u
> O=C(/C=C/c1cccc([N+](=O)[O-])c1)OC1CCCCC1=O (centres undefined)
→ 1%	0%	-21%	11%	-11%	8%	-1%	u	3%
> COC(=O)c1sc2nc(CN3CCN(c4cccc(C(F)(F)F)c4)CC3)[nH]c(=O)c2c1C
→ 16%	8%	-3%	8%	-7%	14%	0%	-6%[0.397 µM]	1%
> CCn1c(SCC(=O)Nc2nccs2)nnc1-c1ccccc1
→ u	5%	8%	4%	-3%	10%	3%	-13%	15%
> CN1CCN(c2nc3cc(N4CCOCC4)ccc3s2)CC1
→ 25%	11%	25%	-1%	x	9%	25%	10%	1%
> CCOC(=O)c1c(C(C#N)C#N)cc(C)nc1C
→ 14%	-2%	12%	-3%	-4%	0%	6%	-1%	15%
> CCOC(=O)c1sc(N)nc1-c1ccccc1
→ -9%	6%	91%[activator]	2%	-7%	-12%	25%	-73%[inhibitor]	-23%
> O=C(Nc1ccc2c(c1)CCC2)Nc1ccccc1F
→ -51%	-20%	u	-20%	1%	-11%	-2%	27%	-13%
> COc1cccc(NC(=O)c2csc3c2CCCCC3)c1
→ -17%	x	u	x	x	-10%	x	13µM*	-8%
> COC(=O)c1sccc1S(=O)(=O)N1CCN(c2cccc(C)c2C)CC1
→ 8%	x	u	x	x	1%	x	u	3%
> CC(=O)c1cccc(CN2CCN(CC=C(C)C)C(CCO)C2)c1 (centres undefined)
→ -2%	8%	6%	16%	-3%	2%	11%	-23%	0%
> Cn1nnnc1Sc1ncnc2scc(-c3cccc(F)c3)c12
→ -17%	x	x	x	4%	0%	-10%	x	x
> O=C1/C(=C\c2ccc3ccccc3c2)CCCc2ccccc21
→ 7.3µM*	13µM*	u	u	u	5.2µM*	-1%	10%	-26%
> COc1ccc(OCc2nnc(SCC(=O)Nc3ccccc3F)o2)cc1
→ u	4%	5%	2%	-21%	u	13%	-10%	0%
> Nc1nc2c(s1)COc1ccccc1-2
→ 0%	-5%	u	-5%	9%	-3%	20%	-59%[inhibitor]	-18%
> O=C1NC2(CCSC2)C(=O)N1CC(=O)N(Cc1ccccc1)C1CCS(=O)(=O)C1 (centres undefined)
→ 27%	23%	9%	u	1%	20%	6%	14%	-2%
